Compound activity as filed in PubChem BioAssay.
S1P3 antag – antagonists of human S1P3 receptor; CHO S1P3 NFAT-BLA reporter, FRET fluorescence, antagonist mode; inhibition, % at 4.98 µM; actives 0.27% (n = 170,000);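 active = inhibition above the plate cutoff, the mean inhibition of test wells on that plate plus 3 SD, cut at about 28% in these data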;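 also: cells challenged with S1P at its EC80 of 0.8 µM; blue over green emission ratio from cleaved BLA substrate after 4 h stimulation; 0% = S1P-stimulated wells and 100% = unstimulated DMSO-only wells; some compounds past the cut are filed as inactive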
Target sequence (Q99500 whole entry, looked up): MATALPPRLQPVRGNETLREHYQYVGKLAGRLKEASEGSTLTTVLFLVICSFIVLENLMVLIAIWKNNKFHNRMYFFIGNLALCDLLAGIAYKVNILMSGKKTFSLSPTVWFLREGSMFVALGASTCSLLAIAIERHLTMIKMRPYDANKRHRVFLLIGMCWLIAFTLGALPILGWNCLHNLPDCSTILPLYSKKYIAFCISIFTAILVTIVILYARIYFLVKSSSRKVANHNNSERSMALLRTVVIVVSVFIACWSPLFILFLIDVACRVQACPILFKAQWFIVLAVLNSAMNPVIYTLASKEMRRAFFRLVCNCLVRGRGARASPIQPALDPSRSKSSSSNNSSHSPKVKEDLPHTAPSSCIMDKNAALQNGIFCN
* hit, by the source's call. Some of the compounds tested, so the mix of outcomes need not match the whole.

SMILES	S1P3 antag
Cc1ccc(S(=O)(=O)NCC(=O)NCC(=O)N2CCN(c3ncccn3)CC2)cc1C	4.0
COc1ccc(C(=O)O)cc1S(=O)(=O)NCCN(C)C	-14.9
Cc1onc(-c2ccccc2)c1-c1nc2cc(Cl)ccc2c(=O)o1	9.7
O=C(NNc1c(Cl)cccc1Cl)c1c(F)cccc1Cl	-11.0
CC(Oc1ccccc1)C(=O)N1CCN=C1SCc1ccccc1F (stereo not drawn)	-4.6
CO/N=C(\N)c1nonc1N	-1.0
O=C(c1cccc2c1-c1ccccc1C2)N1CCCCC1	-11.7
O=c1c2[nH]c3cccc(Cl)c3c2ncn1Cc1ccco1	-7.3
CCn1c(SCC(=O)N/N=C/c2ccncc2)nc2ccccc21	4.8
N#Cc1c(N2CCOCC2)nsc1-c1ccc(C(F)(F)F)cc1	5.4
CC1CC(NC(=O)/C(C#N)=C/c2ccc[nH]2)CC(C)(C)C1 (stereo not drawn)	0.1
CCCCCCNc1nc(Cl)nc(NC(C)(C)CO)n1	-3.1
CSCCC1NC(=O)N(CC(=O)Nc2ccc(-c3ccccc3)cc2)C1=O (stereo not drawn)	-7.4
FC(F)(F)c1cnc(COc2cc(Cl)cc(Cl)c2)c(Cl)c1	26.6
Cc1c(NCc2ccccc2O)c(=O)n(-c2ccccc2)n1C	2.3
COc1cc(OC)cc(C(=O)N[C@H](C(=O)Nc2cccc(S(=O)(=O)N3CCCC3)c2)C(C)C)c1	-16.7
CCCOc1ccc(-c2nnn(CC(=O)N3CCCCC3)n2)cc1	-1.7
CCn1c(=N)n(CC(O)COc2ccc(C)cc2)c2ccccc21 (stereo not drawn)	1.3
COc1cc(C2c3c(oc4ccccc4c3=O)C(=O)N2CCN2CCOCC2)cc(OC)c1OC (stereo not drawn)	-11.4
O=C(O)c1ccc(N2C(=O)CC(SC(=NCc3ccc4c(c3)OCO4)Nc3ccccc3)C2=O)cc1 (stereo not drawn)	1.7
CCC(CC)C(=O)N=C1SC2CS(=O)(=O)CC2N1CCc1ccc(OC)c(OC)c1 (stereo not drawn)	18.6
Oc1ccc2ccccc2c1CN1CCOCC1	-9.1
CN(C)/C=C1\C=C2C(=O)c3ccccc3N2C1=O	11.0
O=S(=O)(c1ccc(-c2ccon2)s1)N1CCN(c2ccncc2)CC1	14.1
O=C1NC(c2cc(Cl)cc([N+](=O)[O-])c2O)Nc2ccccc21 (stereo not drawn)	5.2
Cc1ccc(-c2nc3ccccc3[nH]c2=O)cc1	0.5
CC(CN1CCN(Cc2ccccc2)CC1)OC(=O)c1ccco1 (stereo not drawn)	3.7
CCc1nccn1CCC(=O)N1CCc2c([nH]c3ccccc23)C1CC(C)C (stereo not drawn)	-10.1
CC1(C)CC(=O)C(C=NCCN2CCN(C(=O)CCl)CC2)=C(O)C1	1.6
Cn1nc(C(C)(C)C)c(NC(=O)c2ccc(F)cc2)c1C(C)(C)C	-17.4
Cc1nc([N+](=O)[O-])c(Br)n1Cc1ccccc1	0.1
COc1ccc2c(c1)c(C(=O)CN1CCN(Cc3ccccc3)CC1)c(C)n2C	0.8
Cc1nc(N)nc(COc2ccccc2)n1	4.7
COc1ccc(C2c3ccc(O)cc3Oc3ncn(Cc4ccccc4)c(=N)c32)cc1OC (stereo not drawn)	-4.4
CCCn1c(C)cc(C(=O)CN2C(=O)c3ccccc3C2=O)c1C	-19.9
Cc1ccc(NC(=O)N2CCCCC2)cc1NC(=O)N1CCCCC1	-2.6
O=C(O)Cn1c(COc2ccc(Cl)cc2)nc2ccccc21	-3.0
O=C(O)CSc1nnc(Cc2cccc3ccccc23)n1-c1cc(C(F)(F)F)cc(C(F)(F)F)c1	-5.1
O=C(c1ccc(Cn2ccc([N+](=O)[O-])n2)cc1)N1CCN(Cc2ccccc2)CC1	5.3
CNC(=O)/C(C#N)=C/c1cn(CC(=O)OC)c2ccccc12	-4.5
Cc1cc2nc3c(nc2cc1C)C(O)=C3O	7.6
CC(C)c1cc(C(C)C)n2nc(N)nc2n1	-18.0
CCCCC(=O)Nc1ccc2c(c1)nc1n2CCN(CCOC)C1	-5.8
Cc1nn2c(NC(C)C)c3c(nc2c1-c1ccccc1)CCC3	3.9
Cc1nc(=O)c(-c2ccccc2)c(C)n1-c1ccc(Br)cc1	6.2
CCCN1CCC(NC(=O)Nc2cccc3ccccc23)CC1	6.5
Cn1c(SCC(=O)c2ccccc2)nnc1C1COc2ccccc2O1 (stereo not drawn)	13.7
Cc1ccc(C2C(C(=O)c3ccco3)=C(O)C(=O)N2c2ncccn2)cc1 (stereo not drawn)	-1.1
CCc1cccc(NC(=S)N(CCN(C)C)C(C)c2ccncc2)c1 (stereo not drawn)	-10.4
O=C(Oc1ccccc1)N(c1ccccc1)c1ccccc1	-7.7
O=C(Nc1nc2cc3c(cc2s1)OCO3)c1ccco1	0.6
Cn1c(=O)c2cnc(-c3ccc(C(F)(F)F)cc3)nc2n(C)c1=O	19.5
COc1nccc(C(F)(F)F)c1C(=O)NC(=O)Nc1c(C)cccc1C	4.4
O=C(Cn1nnc2ccccc21)c1ccc(Cl)cc1	-1.7
O=C1COc2ccc(C(=O)CCl)cc2N1	-8.5
O=C(NCCc1csc(-c2ccccc2)n1)c1ccccc1F	-7.0
c1ccc(Nc2cccc3c(Nc4ccccc4)cccc23)cc1	13.6
CN(Cc1ccccc1)c1nc2nonc2nc1N1CCCC(CN2CCCC2=O)C1 (stereo not drawn)	5.9
CCOC(=O)c1nnn2c3ccccc3c(=O)n(C)c12	-6.7
Cn1c(S(=O)(=O)c2ccc([N+](=O)[O-])cc2)nc(Br)c1Br	-13.2

Additional structures
SMILES	S1P3 antag
Cc1noc(C)c1C(=O)N1CCN(S(=O)(=O)c2cccc(Cl)c2Cl)CC1	-2.1
CC(C)(C)c1cc[n+](-c2[nH]c(=O)sc2/C=N/NC([S-])=Nc2ccccc2)cc1	-0.6
NS(=O)(=O)c1ccc(NNC(=O)c2sccc2Cl)cc1	10.7
Cc1ccccc1-n1nnnc1SCC(=O)c1c(N)n(C)c(=O)n(C)c1=O	-14.9
COc1ccc2[nH]c(=O)c(CNc3ccccc3OC)cc2c1	-8.7
O=c1oc(-c2ccccc2F)nc2scc(-c3ccccc3)c12	12.6
O=C(O)CN1C(=O)NC2(CCOc3ccccc32)C1=O (stereo not drawn)	1.4
CNC(=O)/C(C#N)=C/c1ccc(-c2nc3ccccc3s2)o1	-15.8
CC(=O)NS(=O)(=O)c1ccc(NC(=O)CSc2ccccc2)cc1	-9.8
C/C(=N/NC(=O)c1ccccn1)c1ccc(O)cc1	-11.8
O=C(CN1CCCC1)Nc1ccccc1C(=O)c1ccccc1	-4.8
CCCn1c(=O)c(C(=O)Nc2nnc(CC)s2)c(O)c2ccccc21	-12.5
Cc1ccc(C(=O)NC(C)c2nc3ccccc3n2CC(=O)Nc2c(C)cc(C)cc2C)cc1 (stereo not drawn)	-5.6
O=C(CCCN1C(=O)/C(=C/c2ccco2)SC1=S)Nc1ccccc1C(=O)O	-17.0
CC(=O)c1sc(-c2ccc(Cl)cc2)cc1N	-5.5
Cc1ccc2nc(NCC(N)=O)nc(-c3ccccc3)c2c1	-18.0
CCOC(=O)C1=C(O)/C(=C\c2ccc(O)c(OCC)c2)N=C1C	-12.7
CCOC(=O)c1c(C)oc2c1c(C(c1cccnc1)N1CCN(C)CC1)c(O)c1ccccc12 (stereo not drawn)	-4.2
NC(=O)c1ccsc1NC(=O)COC(=O)C1CC2CCCC(C1)C2=O (stereo not drawn)	-20.7
Clc1ccc(-c2noc(CN3CCOCC3)n2)cc1	-12.3
CCc1ccc(C(=O)/C=C/Nc2ccc(S(=O)(=O)Nc3cnc4ccccc4n3)cc2)cc1	8.3
Cc1ccc(-c2noc(-c3cc(C(C)(C)C)nn3Cc3ccccc3)n2)cc1	-1.1
O=C1/C(=C/c2cccs2)SC(=S)N1N1CCOCC1	-12.8
Cn1nccc1NC(=O)CC(CC(=O)O)c1ccccc1 (stereo not drawn)	3.9
CC(C)c1ccc(CN(C(=O)/C=C/c2ccco2)C2CCS(=O)(=O)C2)cc1 (stereo not drawn)	-2.7
CCSc1nnc(NC(=O)Cn2cnc3ccccc3c2=O)s1	5.7
CCN(CC)c1ccc([C@H]2[C@@H]3CCCC[C@]3(O)CCN2CC(=O)NCc2ccco2)cc1	4.1
Nc1nonc1OCCN1CCN(c2ccc([N+](=O)[O-])c3cccnc23)CC1	3.2
COCCn1c(SCC(=O)OCc2ccccc2)nc2c1c(=O)[nH]c(=O)n2C	-15.8
Cc1ccc2nc(NC3=NCN(CCN4CCOCC4)CN3)nc(C)c2c1	-18.5
O=C(Nc1ccc(F)cc1F)c1c(C(F)(F)F)ccnc1Oc1cccc(C(F)(F)F)c1	19.4
OC1=C(O)c2nc3cc(F)ccc3nc21	-6.2
CCCN(CCC)S(=O)(=O)c1nc2nc(C)cc(C)n2n1	12.1
CC(C)c1ccc(NC(=O)C2=NNC(=O)CC2)cc1	-4.1
Cc1cccc(Nc2nc(N)nc(-c3oc4ccccc4c3C)n2)c1	3.2
COc1ccc(C2C(C(=O)O)c3ccccc3C(=O)N2Cc2ccco2)cc1 (stereo not drawn)	-4.3
O=C(CN1C(=O)NC2NC(=O)NC21)NC1CCCCC1 (stereo not drawn)	-1.6
C=CCOc1cccc(C2/C(=C(/O)c3ccccc3)C(=O)C(=O)N2CCCN2CCOCC2)c1 (stereo not drawn)	3.5
CC(=O)c1ccc(Nc2nc(C)nc3c2oc2ccccc23)cc1	-48.8
COc1ccc(C(=O)C(Sc2nnc(C)c(=O)[nH]2)c2ccc(OC)cc2)cc1 (stereo not drawn)	-6.0
COCCCNC(=S)N/N=C/c1ccc(O)cc1	-4.2
CCc1ccccc1N1CN(Cc2cccnc2)CNC1=S	-6.8
COc1ccc(N2CC(O)=C(c3nc(-c4ccccc4)cs3)C2=N)cc1	4.3
N/C(Cc1ccc(Cl)c(Cl)c1)=N\OC(=O)c1ccc(Br)o1	1.5
Cc1nc(NS(=O)(=O)c2ccccc2)sc1C(=O)N/N=C/c1ccccc1	0.7

Molecules listed so far containing a thiophene ring, fused or not (6):
SMILES	S1P3 antag
O=S(=O)(c1ccc(-c2ccon2)s1)N1CCN(c2ccncc2)CC1	14.1
NS(=O)(=O)c1ccc(NNC(=O)c2sccc2Cl)cc1	10.7
O=c1oc(-c2ccccc2F)nc2scc(-c3ccccc3)c12	12.6
CC(=O)c1sc(-c2ccc(Cl)cc2)cc1N	-5.5
NC(=O)c1ccsc1NC(=O)COC(=O)C1CC2CCCC(C1)C2=O (stereo not drawn)	-20.7
O=C1/C(=C/c2cccs2)SC(=S)N1N1CCOCC1	-12.8

Carrying on:
SMILES	S1P3 antag
Cc1ccnc(NS(=O)(=O)c2ccc(NC(=O)/C=C/c3ccccc3)cc2)n1	-2.8
Cc1ccc(NC(=O)CCC(=O)c2cccs2)c(O)c1	-2.2
Cc1nn(C(C)C)c(C)c1[C@@H]1C[C@H]2CN(Cc3cccc(Cl)c3)C(=O)[C@]23CCCN13	-1.8
COc1ccc(C(=O)NN/C(=N/S(=O)(=O)c2ccc(C)cc2)c2ccccc2)cc1	0.5
O=C(Nc1nnc(-c2ccc(F)cc2)o1)c1ccco1	-7.3
COc1ccc2[nH]c(=O)c(CNc3ccccc3C)cc2c1	-6.9
Cc1cc(/C=C2\C(=O)NN(c3ccccc3)C2=O)c(C)n1-c1ccccc1O	-3.5
CCOc1cc(C(F)(F)F)cnc1/C(N)=N/O	-9.9
CCOc1ccc(N2CC(C(=O)Nc3cccc(S(=O)(=O)NC4=NCCC4)c3)CC2=O)cc1 (stereo not drawn)	-0.6
S=c1[nH]nc([C@@H]2C[C@H]2c2ccccc2)n1-c1ccccc1Cl	-7.1
O=C(N/N=C/c1c(Cl)nc2ccccn2c1=O)c1cccnc1	-1.1
O=C(c1cc(Cl)cc(Cl)c1)N1CCN(c2cc(C(F)(F)F)nc3ccccc23)CC1	2.0
CC(=O)c1c(C)[nH]c(C(=O)Nc2ccc(C)c(S(=O)(=O)Nc3ccc(C)cc3C)c2)c1C	-4.2
S=P(c1ccc(N2CCOCC2)cc1N1CCOCC1)(N1CCOCC1)N1CCOCC1	17.0
FC(F)(F)Sc1ccc(NC(=S)NCc2ccccc2)cc1	-8.9
Cc1cc(=O)[nH]c(N/N=C/c2ccc(Cl)c([N+](=O)[O-])c2)n1	9.6
O=C1CCCC/C1=C\Nc1ccc(S(=O)(=O)Nc2cnc3ccccc3n2)cc1	7.6
O=C(COc1ncnc2ccccc12)Nc1cc([N+](=O)[O-])ccc1F	-8.6
COc1ccc(C(=O)COc2ccc3ccc(=O)oc3c2)cc1	-6.8
COc1ccc(NC(=O)Nc2ccc3nonc3c2)cc1	-88.1
CCN(CC)c1ccc2cc(/C(N)=N/NC(=O)c3cccs3)c(=O)oc2c1	-0.7
Nc1c(C(=O)c2ccc(Cl)cc2)sc2nsc(SCCN3CCOCC3)c12	20.7
CCCCn1c(=O)[nH]c(=O)c2c1nc(-c1ccc(-c3ccc(F)cc3)o1)n2C	-5.2
CCOC(=O)C1=C(c2ccccc2)Nc2ncnn2C1c1ccc(O)cc1 (stereo not drawn)	-0.3
O=C(Nc1cc(S(=O)(=O)Nc2ccccc2Cl)ccc1O)c1cc2c(s1)CCCC2	-12.8
NC(=S)Nc1cc(Cl)ccc1Cl	-7.8
